# PREPL inh – inhibitors of human prolyl oligopeptidase-like enzyme PREPL; recombinant PREPL, fluorescence polarization activity-based probe; inhibition, % at 5.96 µM; 320,000 compounds, 0.68% hits; AID 2751; in the data active means inhibition above about 43%;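 further: 0% = enzyme with DMSO and 100% = wells lacking enzyme; many of its hits are not listed in these tables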
# pPAFAH inh – inhibitors of human plasma PAF acetylhydrolase (pPAFAH); Q13093; recombinant pPAFAH, FP-rhodamine probe fluorescence polarization; inhibition, % at 3.39 µM; 330,000 compounds, 1.5% hits; AID 463082;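 active means inhibition above the mean inhibition across the screen plus 3 SD, cut at about 25% in these data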;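 further: inhibitors block binding of the rhodamine activity-based probe so polarization drops; 0% = enzyme with DMSO and 100% = wells lacking pPAFAH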
# Target sequence (Q13093 whole entry, looked up): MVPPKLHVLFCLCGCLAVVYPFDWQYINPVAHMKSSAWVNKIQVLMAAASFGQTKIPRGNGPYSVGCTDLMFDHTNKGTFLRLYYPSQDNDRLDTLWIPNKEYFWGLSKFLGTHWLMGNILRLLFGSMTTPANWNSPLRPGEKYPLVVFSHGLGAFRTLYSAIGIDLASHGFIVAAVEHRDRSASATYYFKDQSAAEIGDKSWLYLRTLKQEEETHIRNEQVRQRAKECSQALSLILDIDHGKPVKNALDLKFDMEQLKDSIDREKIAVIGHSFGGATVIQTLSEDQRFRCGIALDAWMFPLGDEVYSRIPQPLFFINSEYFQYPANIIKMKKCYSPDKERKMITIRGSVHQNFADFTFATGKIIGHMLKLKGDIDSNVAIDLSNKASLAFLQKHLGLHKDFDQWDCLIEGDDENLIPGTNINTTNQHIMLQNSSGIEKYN
# PAFAH1B3 FP inh – inhibitors of human PAFAH1B3; 340,000 compounds, 0.28% hits; recombinant PAFAH1B3, FP-rhodamine probe, fluorescence polarization; Q15102; inhibition, % at 3.39 µM;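 active means inhibition above the screen-wide average of all tested compounds plus 3 SD, cut at about 25% in these data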;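 further: 0% = enzyme with DMSO only and 100% = wells lacking PAFAH1B3 protein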
# PAFAH2 FP inh – PAFAH2 (human) inhibition; AID 492956; 340,000 compounds, 0.99% hits; Q99487; recombinant PAFAH2, FP-rhodamine activity probe, fluorescence polarization; inhibition, % at 3.39 µM;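 active means inhibition above the mean over all tested compounds plus 3 SD, cut at about 30% in these data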;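 further: inhibitors block probe labeling of enzyme so polarization drops; 0% = enzyme with DMSO and 100% = wells lacking PAFAH2 protein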
# ZTA DNA inh – counter-screen for EBNA-1 inhibitors: inhibitors of Epstein-Barr virus ZTA. ZTA-DNA binding, fluorescence polarization. 320,000 compounds, 0.15% hits. inhibition, % at 11 µM. AID 2234. P03206; in the data active means inhibition above about 33%
# Target sequence (P03206 whole entry, looked up): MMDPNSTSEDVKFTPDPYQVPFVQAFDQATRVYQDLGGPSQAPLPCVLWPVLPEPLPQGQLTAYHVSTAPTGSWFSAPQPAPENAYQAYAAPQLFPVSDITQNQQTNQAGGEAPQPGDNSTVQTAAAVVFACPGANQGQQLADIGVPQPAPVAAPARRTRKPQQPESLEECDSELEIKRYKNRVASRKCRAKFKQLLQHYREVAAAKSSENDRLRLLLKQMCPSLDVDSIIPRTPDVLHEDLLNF
# LYPLA1 inh – LYPLA1 (human) inhibition in PME1 counter-screen. recombinant LYPLA1, FP-Rh probe fluorescence polarization. 320,000 compounds, 0.16% hits. AID 2174. inhibition, % at 5.9 µM. O75608;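 active means inhibition above the mean of all tested compounds plus 3 SD, set per campaign, cut at about 14% in these data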;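 further: inhibitors block serine hydrolase probe labeling of LYPLA1 so polarization falls; 0% = enzyme with DMSO and 100% = wells lacking LYPLA1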
# EBNA-1 inhibitor – blocks EBNA-1 binding to DNA | 300,000 compounds, 0.34% hits | inhibition, % at 14.8 µM | EBNA-1 DNA binding, fluorescence polarization; in the data active means inhibition above about 28%
# PAFAH1B2 inh – PAFAH1B2 (human) inhibition; recombinant PAFAH1B2, FP-rhodamine activity probe, fluorescence polarization; inhibition, % at 3.39 µM; 340,000 compounds, 1.2% hits; AID 492953;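 active means inhibition above the mean of all tested compounds plus 3 SD, cut at about 24% in these data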;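 further: 0% = enzyme with DMSO and 100% = wells lacking PAFAH1B2; many of its hits are not listed in these tables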
# Target sequence (P68402 whole entry, looked up): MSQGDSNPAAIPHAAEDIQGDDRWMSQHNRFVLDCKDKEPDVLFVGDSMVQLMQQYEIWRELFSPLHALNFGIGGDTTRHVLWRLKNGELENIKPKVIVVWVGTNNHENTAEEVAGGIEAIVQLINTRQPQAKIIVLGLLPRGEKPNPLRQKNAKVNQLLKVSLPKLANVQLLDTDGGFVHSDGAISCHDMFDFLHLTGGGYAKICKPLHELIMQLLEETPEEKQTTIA
# LYPLA2 counter – LYPLA2 (human) inhibition in PME1 counter-screen; O95372; recombinant LYPLA2, FP-Rh probe fluorescence polarization; inhibition, % at 5.9 µM; 320,000 compounds, 0.38% hits;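 active means inhibition above the screen-wide mean plus 3 SD, limit set per campaign, cut at about 26% in these data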;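 further: 0% = LYPLA2 with DMSO and 100% = wells lacking LYPLA2 enzyme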
# An asterisk follows results filed as active; x = no result given. A portion of the library; count on the stated rates, not on these rows.
SMILES,PREPL inh,pPAFAH inh,PAFAH1B3 FP inh,PAFAH2 FP inh,ZTA DNA inh,LYPLA1 inh,EBNA-1 inhibitor,PAFAH1B2 inh,LYPLA2 counter
O=C(NNC(=S)Nc1ccccc1)c1cccc(Br)c1,8,2,6,13,-7,3,-11,5,-3
Cc1ccc(C2=C/C(=C\c3cccnc3)C(=O)O2)cc1,18,0,-1,10,-13,6,10,4,7
O=C(Cn1c(SCC(=O)NC2CCCC2)nnc1-c1ccncc1)Nc1ccc2c(c1)OCO2,-6,-8,7,4,10,-1,-7,3,-3
Cc1ccc(O)c(C=Nc2ccc3[nH]ncc3c2)c1,9,-2,0,-4,-1,-1,-1,5,2
CC1(c2ccccc2)CC(c2ccccc2)=Nc2ccccc2N1 (centres undefined),4,4,9,-2,2,-2,7,4,1
COc1ccc(OCc2n[nH]c(=S)n2N)cc1,0,6,3,7,7,-2,10,0,4
CC(=O)Nc1ccc(S(=O)(=O)N(C)CC(=O)Nc2ccc(F)c(F)c2F)cc1,-14,3,2,7,20,-2,x,2,1
COc1ccc2c(-c3ccc(OCCN4CCCCC4)cc3)c(-c3ccccc3OC)sc2c1,x,5,1,5,x,x,x,4,x
CC(C)n1c(N2CCN(CC(=O)Nc3ccc4c(c3)OCCO4)CC2)nc2ccccc21,6,5,4,-1,21,-2,0,8,1
COc1ccccc1NC(=O)COC(=O)CCS(=O)(=O)c1ccc(C)cc1,23,11,-2,15,-10,3,-3,4,4
COc1ccc(S(=O)(=O)Nc2cc3c4c(oc3c3ccccc23)CC(C)(C)CC4=O)cc1,6,5,-7,-11,4,-23,3,-6,-28
C=CCNC(=S)NNC(=O)c1cccc(Br)c1,13,-4,9,-3,1,0,-12,7,-3
CCOc1cc(/C=N/NC(=O)c2cccnc2)cc(Br)c1OCC(N)=O,0,-1,5,4,7,0,-1,0,2
CC1=C(C(=O)NCc2ccc(Cl)cc2)C2(CCC(C)CC2)OC1=O (centres undefined),-5,-4,4,-5,5,1,-11,1,-3
COc1cc(/C=c2\sc3n(c2=O)CCCN=3)ccc1O,-5,0,15,4,-6,0,6,-4,-4
O=C1COc2ccccc2CN1,5,0,9,0,0,4,7,5,8
COc1ccc(C(C(=O)OCCN(C)C)c2ccccc2)cc1 (centres undefined),18,0,-1,1,2,2,4,0,5
O=C(NC1CC2CCCC(C1)N2Cc1ccccc1)c1cccc(Cl)c1 (centres undefined),-1,-1,10,2,-7,3,6,0,6
Cc1ccnc2nc(C(=O)OCCOc3ccc(Cl)cc3)nn12,9,-2,9,3,5,-1,-8,12,3
Cc1ccc(CCNS(=O)(=O)c2c(C)nc3sccn3c2=O)cc1,-6,0,11,3,1,-1,-5,9,2
O=C(/C=C/c1ccc(OC2CSC2)cc1)c1ccc(Cl)cc1,4,-3,-3,-2,1,-1,-7,2,2
CCOC(=O)c1c(C)nc(-c2ccccc2)nc1NC(=O)CC,-5,6,-1,4,-9,2,-9,2,10
Cn1c(SCc2ccccc2F)nnc1-c1cnccn1,16,-3,-7,4,-12,-1,-9,0,-1
COc1cc2c(cc1NC(=O)CC1SC(N3CCCC3)=NC1=O)oc1ccccc12 (centres undefined),8,10,-1,0,4,1,1,-5,1
O=C(O)C1CCC(=O)N1Cc1ccc(F)cc1 (centres undefined),18,0,4,-7,-9,1,-5,1,5
SMILES,PREPL inh,pPAFAH inh,PAFAH1B3 FP inh,PAFAH2 FP inh,ZTA DNA inh,LYPLA1 inh,EBNA-1 inhibitor,PAFAH1B2 inh,LYPLA2 counter
CCOC(=O)C1=C(C)N(CCCC(=O)O)C(=O)NC1c1ccc(OC)cc1 (centres undefined),6,-2,7,0,-9,-6,4,3,1
COC(=O)c1c(NC(=O)COC(=O)CNC(=O)C2CCCCC2)sc(C)c1C,5,3,0,-1,-15,0,-7,-2,-7
CC(C)(C)c1ccc(O)c(N=Cc2cc3c(cc2[N+](=O)[O-])OCO3)c1,7,41*,12,5,-4,2,0,2,6
N/C(COc1ccccc1)=N\NS(=O)(=O)c1ccccc1,-8,-2,-2,3,0,0,-5,5,3
COc1ccc(-n2nnc3c(=O)n(Cc4cc(C)ccc4C)cnc32)cc1,0,4,-1,-4,-5,1,-4,3,0
Cc1ccc(-c2nnc(-c3ccc4c(c3)OCO4)o2)cc1,12,1,8,14,11,5,4,0,2
CCOc1cc(-c2cc(-c3ccc(NC(C)=O)cc3)nc(N)c2C#N)ccc1O,-6,-3,-7,-10,0,-12,1,0,-9
CC12COC3(C(=O)Nc4ccccc4)CC1CCC32C (centres undefined),6,4,9,-4,18,0,3,8,2
CN(c1ccccc1C(=O)Nc1ccc(S(=O)(=O)N2CCCC2)cc1)S(C)(=O)=O,10,21,4,1,15,2,10,2,1
O=S(=O)(Nc1ccc(Cc2ccncc2)cc1)c1cccs1,17,24,10,5,-3,4,1,-3,2
Cc1cc(Cl)ccc1NNC(=O)c1cccs1,8,3,16,4,-2,-1,9,-1,0
O=C(Cn1cnc2c(NCc3ccccc3)ncnc21)NCC1CCCO1 (centres undefined),x,3,5,-7,x,x,x,4,x
O=C(Nc1ccc(F)cc1F)c1ccco1,0,-2,4,3,-2,-2,-23,0,-8
COc1ccc2cc(C#N)c(Nc3cccc(F)c3)nc2c1,-12,-2,4,11,-5,-2,-3,4,3
Cn1nnnc1SCCNCc1cc(Cl)ccc1OCc1ccccc1,-26,-3,4,-5,-7,-1,-6,-1,-4
COc1cc(C(=O)OCC(=O)NC2CCCCC2)cc(OC)c1OC,18,-2,7,41*,x,x,x,0,x
CC(C)NC(=O)Nc1cccc2c1O[C@H](CN(C)C(=O)NC1CCCCC1)[C@@H](C)CN([C@H](C)CO)C2=O,11,0,-5,3,x,x,x,-5,x
COc1cccc(-c2cc(=O)c3cc(NC(C)=O)ccc3[nH]2)c1,0,5,-5,5,-5,0,9,1,3
C/C=C/c1ccc(OCC(=O)Nc2cc(S(=O)(=O)N3CCOCC3)ccc2N2CCCC2)c(OC)c1,22,4,-2,4,-8,0,2,1,2
COC(=O)c1c(NC(=O)CN2CCN(C(=O)c3ccco3)CC2)c2cc(C)ccc2n1C,6,-1,-2,-4,7,3,-10,4,1
Cc1cc(C(=O)COC(=O)c2ccc(F)cc2)c(C)n1C,12,2,8,4,x,x,x,-2,x
CN(C)S(=O)(=O)c1ccc(Cl)c(NC(=O)CN2CCNC(=O)C2)c1,7,-3,5,1,-14,-2,-1,0,-5
S=C(Nc1ccccc1)N(CCN1CCOCC1)Cc1cccc(Cl)c1,1,-2,4,1,2,1,2,3,-3
CC(C)[C@H](NC(=O)c1cccc(CN(Cc2ccccc2)C(=O)c2ccccc2)c1)C(=O)O,-2,-1,4,-4,10,0,5,4,1
O=C(Cc1cccc2ccccc12)OCn1nnc2ccccc2c1=O,-1,7,-1,6,-15,-1,-4,7,1

# Results in PAFAH1B2 inh, for some of the entries so far:
SMILES	PAFAH1B2 inh
CC(C)NC(=O)Nc1cccc2c1O[C@H](CN(C)C(=O)NC1CCCCC1)[C@@H](C)CN([C@H](C)CO)C2=O	-5
CN(c1ccccc1C(=O)Nc1ccc(S(=O)(=O)N2CCCC2)cc1)S(C)(=O)=O	2
Cc1ccc(-c2nnc(-c3ccc4c(c3)OCO4)o2)cc1	0

# The results go on:
SMILES,PREPL inh,pPAFAH inh,PAFAH1B3 FP inh,PAFAH2 FP inh,ZTA DNA inh,LYPLA1 inh,EBNA-1 inhibitor,PAFAH1B2 inh,LYPLA2 counter
CC(C)(C)CC(=O)Nc1ccccc1N1CCN(c2ccc(F)cc2)CC1,8,5,14,0,-20,-1,9,-1,1
Cc1ccc2c(SCC(=O)NCc3ccco3)nc(-c3ccc(F)cc3)nc2c1,4,-3,-5,-17,4,-2,-18,-6,-1
O=C(CSC1=NS(=O)(=O)c2cc(F)ccc2N1)Nc1cccc(F)c1,-5,-2,19,0,-5,3,-2,-2,1
CNc1nnc(CSc2nc(C)cc(C)n2)s1,3,1,1,-4,4,1,-4,0,0
Cn1nc(CC(=O)Nc2cccnc2N2CCOCC2)c2ccccc2c1=O,8,4,x,x,-2,0,0,x,5
CCOC(=O)c1cccnc1NC(=O)c1ccncc1,1,5,3,6,1,-2,1,5,1
COc1ccc(N(CC(=O)NCc2ccc(F)cc2)C(=O)Cn2nnc(-c3ccc(C)o3)n2)cc1OC,1,5,1,8,10,4,15,3,5
COc1ccccc1NC(=O)c1ccc2c(c1)N(CC(=O)NC(C)(C)C)C(=O)C(C)(C)O2,3,2,2,-8,-6,0,4,4,4
CCOC(=O)[C@@H]1[C@H]2COc3ccccc3[C@@H]2N2C(=O)N(c3ccccc3)C(=O)[C@]12C,-53,2,12,-2,-5,1,-3,7,-4
Cc1ccc(C(=O)CSc2nnc(-c3ccco3)n2CC2CCCO2)cc1 (centres undefined),8,3,-2,9,0,3,4,2,7
O=C(COC(=O)c1cc(=O)[nH]c2ccccc12)NCc1ccccc1Cl,16,-2,1,2,x,x,x,2,x
O=C(c1ccccc1)N1CCN(C(=O)c2cc3ccccc3oc2=O)CC1,4,-1,3,-2,-10,-1,4,4,3
CCCCSc1nc(N)c(C#N)c(-c2cccs2)c1C#N,-5,-2,0,-11,-1,9,1,-1,-15
Cc1cc(N2CCN(C(=O)c3ccco3)CC2)n2nc(-c3cccc(F)c3)cc2n1,30,5,-2,-3,-5,1,-3,2,-1
Cc1cc(NC(=O)CCC(=O)N(Cc2cccs2)C(C(=O)NC2CCCC2)c2ccccc2)no1 (centres undefined),-6,2,-4,2,-11,-2,-11,0,-2
N#CC1=C(N)N(c2ncn[nH]2)C2=C(C(=O)CCC2)C1c1ccc(F)cc1 (centres undefined),1,1,7,-5,7,-3,-4,6,3
Cc1cc(O)c2c(c1)C(O)(C1OC(CO)C(O)C(O)C1O)c1cccc(O)c1C2=O (centres undefined),6,-4,0,5,-2,1,-2,1,-7
Cc1cc(C)n2nc(SCC(=O)NC(=O)c3ccc(OC(F)F)cc3)nc2n1,19,-1,5,5,x,x,x,2,x
COc1cccc(C(=O)NCCS(=O)(=O)N(C)C2CCCCC2)c1,0,2,6,5,3,-3,13,10,-1
COc1ccc(Cc2nc3ccc(C(=O)N(C)C(C)c4ccon4)cc3o2)cc1 (centres undefined),16,0,7,9,1,3,-7,5,10
Cc1cc(OCC(=O)Nc2ccccn2)c2c(C)c(C)c(=O)oc2c1,5,4,15,8,-3,0,-16,2,-1
CC(C)N1CCN(CC#Cc2ccccc2)CC1CCO (centres undefined),1,1,4,-4,10,-3,9,-1,-1
CCOC(=O)C1CCCN(C(=O)c2cccc(S(=O)(=O)N3CCCC3)c2)C1 (centres undefined),12,1,-7,9,-4,-3,x,13,3
O=C(Nc1cccc(-c2cn3c(n2)SCC3)c1)c1ccc2ccccc2n1,11,-7,4,-6,-12,-11,9,-3,-15
Nc1nnc(SCc2ccccc2F)n1-c1ccccc1,9,-2,1,2,-1,-2,-2,3,-4
SMILES,PREPL inh,pPAFAH inh,PAFAH1B3 FP inh,PAFAH2 FP inh,ZTA DNA inh,LYPLA1 inh,EBNA-1 inhibitor,PAFAH1B2 inh,LYPLA2 counter
CNC(=O)NNC(=O)c1csc(-c2ccc(C(F)(F)F)cc2Cl)n1,19,-2,x,x,6,0,-4,x,-5
COc1ccc(Nc2nc(N)c([N+](=O)[O-])c(NCCO)n2)cc1,6,-1,x,x,10,-1,0,x,1
COc1ccc2oc(C(=O)OCc3c(C)noc3C)c(C)c2c1,9,5,-3,-6,-16,-2,-6,1,0
CCO[C@@H]1OC(C(=O)NCc2nc3ccccc3[nH]2)=C[C@H](c2csc3ccccc23)[C@H]1CCCO,-8,1,-6,-9,5,-4,4,-6,-7
Cc1ccc(C)c(S(=O)(=O)Nc2cc3c4c(c2)CCN4C(=O)CC3)c1,11,-2,-3,-1,-11,0,-8,-3,-5
Cc1ccc2cccc(S(=O)(=O)Nc3c(C)n(C)n(-c4ccccc4)c3=O)c2n1,6,7,-13,3,17,-3,-2,1,0
